hDAT+cocaine: changed hDAT dopamine uptake under cocaine IC80, either direction, primary screen, cocaine antagonist project, cell-based, LLC-PK1 hDAT, [14C]-dopamine uptake, MLSMR; Sodium-dependent dopamine transporter (Homo sapiens), Q01959; LLC-PK1 hDAT cells, [14C]-dopamine uptake with cocaine IC80; actives deviate in either direction; B-score at 10 µM; hit rate 1.3% among 110,000; AID 449768, 2010;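 active = Z score or B-score, a plate-position-corrected score, falls beyond the plate's 99.7% confidence bounds, in either direction; inactive = both scores lie inside the 99.7% bounds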;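 note: scored against the spread of the other compound wells on the same plate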
Ecoli WT expand: growth inhibitors of wild-type E. coli, primary screen, strain BW25113, expanded library, OD600 | OD600 absorbance | growth inhibition, % at 100 µM | hit rate 0.15% among 98,000 | AID 710, 2007;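 active = growth inhibition above about 50% at one test dose, limit read from the data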;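 note: growth measured after 20 h incubation at 37 °C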
HUVEC inhibit: inhibitors of HUVEC proliferation, primary screen, cell-based, 384-well. CellTiter-Glo luminescence, 72 h; hits give low values. viability, % at 10 µM (by protocol). hit rate 1.1% among 86,000. AID 648, 2007;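 active = viability at or below 30%; inactive = viability above 30%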;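 note: 100% = median luminescence of DMSO-only cell control wells on each plate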
H69AR growth 86K: proliferation blockers of H69AR lung cancer cells, primary screen, cell-based, human, 86K library | AID 598, 2007 | H69AR lung tumor viability, ATP luminescence, 72 h; hits give low values | hit rate 6% among 85,000 | viability, % at 10 µM;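 active = viability at or below 40%; inactive = viability above 40%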;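 note: multidrug resistant small cell line overexpressing MRP-1 efflux transporter; 100% = mean luminescence of untreated control wells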
S1P2 antag: human S1P2 receptor antagonists, primary screen, cell-based. Sphingosine 1-phosphate receptor 2 (Homo sapiens), O95136. inhibition, % at 5 µM. cell-based S1P2 antagonist assay, inhibition at 5 uM. hit rate 0.21% among 97,000; in the data active = inhibition above about 45%;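 note: CRE beta-lactamase reporter cells expressing human S1P2 stimulated with S1P; 0% = agonist at EC80 alone and 100% = agonist plus reference antagonist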
Target sequence (O95136 whole entry, looked up): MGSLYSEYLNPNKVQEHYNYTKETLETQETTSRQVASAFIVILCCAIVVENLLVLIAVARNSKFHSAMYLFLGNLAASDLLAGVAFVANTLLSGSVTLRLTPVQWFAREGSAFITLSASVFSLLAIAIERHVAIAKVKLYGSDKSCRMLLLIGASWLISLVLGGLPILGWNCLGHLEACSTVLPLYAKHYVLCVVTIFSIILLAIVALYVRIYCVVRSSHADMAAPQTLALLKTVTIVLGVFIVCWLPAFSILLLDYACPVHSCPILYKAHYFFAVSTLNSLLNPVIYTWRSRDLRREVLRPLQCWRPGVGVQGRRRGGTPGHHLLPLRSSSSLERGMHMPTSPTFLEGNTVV
Lung fibro prol: antiproliferative effect on LL 47 fibroblasts – human, LL 47 cells, CellTiter-Glo luminescence, primary screen; AID 719, 2007; viability, % at 10 µM; LL 47 human lung fibroblast viability, ATP luminescence; hits give low values; hit rate 1.1% among 85,000;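 active = viability at or below 50% in the single dose screen; inactive = viability above 50%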;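 note: compound exposure lasted 72 h before the ATP readout; 100% = median luminescence of untreated cell-only wells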
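Signal: luminescent ATP detection, CellTiter-Glo; assay system: LL 47 human lung fibroblasts; input: 1,150 cells/well; incubation: overnight cell rest, 72 h compound treatment at 37 °C; measure: % viability versus median cells-only luminescence; medium: IMEM growth medium with 15% fetal bovine serum; dosing: compound addition at 0.1% DMSO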
S1P2 ag: S1P2 receptor agonists, primary screen, cell-based; Sphingosine 1-phosphate receptor 2 (Homo sapiens), O95136; activation, % at 4.5 µM; AID 729, 2007; hit rate 0.46% among 97,000; S1P2-expressing cell line, agonist reporter read-out; in the data active = activation above about 16%;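 note: 0% = vehicle low control and 100% = maximal reference agonist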
PostGolgi yeast: phenotypic screen on post-Golgi transport, primary screen. hit rate 0.9% among 98,000. post-Golgi transport phenotypic cell assay. inhibition, % at 10 µM;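 note: yeast cells grown in 1536-well plates; yeast grown about 18 h at 30C before absorbance read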
PostGolgi ctrl: growth inhibition of yeast control strain, primary screen, counter-screen for post-Golgi transport modulator project | efflux-deficient yeast background strain, growth absorbance A615, 16 h | hit rate 5% among 98,000 | AID 738, 2007 | inhibition, % at 10 µM
* = called active by the depositor; · = not tested or not shown. Cut-off read from the data, not from the text of the source, unless noted: active = inhibition above about 30%; inactive = the rest.

SMILES,hDAT+cocaine,Ecoli WT expand,HUVEC inhibit,H69AR growth 86K,S1P2 antag,Lung fibro prol,S1P2 ag,PostGolgi yeast,PostGolgi ctrl
CCOc1cccc(NC(=O)C2CC(=O)N(C)C(=Nc3cccc(F)c3)S2)c1 (configuration not stated),0.97,-2,·,·,21,·,-6,-2,16
CCC(c1nnnn1C1CCCC1)N1CCN(c2ccccc2F)CC1 (configuration not stated),-0.55,-4,102,95,-5,102,1,2,27
COc1ccc(Oc2nnc(-c3ccc(C)cc3)c3ccccc23)cc1,-0.11,-17,·,·,9,·,-10,-8,1
O=C(NCc1cccnc1)c1c[nH]c2cc3c(cc2c1=O)OCCO3,-0.27,-4,83,80,-3,89,-2,-7,3
Cn1c(=O)[nH]c2sc3c(c2c1=O)CC(C)(C)OC3,-1.5,-9,95,90,10,103,-3,-9,2
CC(C)(C)c1nn(-c2ccccc2)c2nc(Cl)c(C=O)cc12,·,-5,·,·,2,·,-5,-10,15
CC(C)(C)C(=O)Nc1sc2c(c1-c1nc3ccccc3[nH]1)CCCC2,-0.65,-9,83,54,-11,87,-5,3,2
COc1cc(Cl)c(C)cc1NC(=O)COC(=O)/C=C/c1c(C)nn(C2CCS(=O)(=O)C2)c1Cl (configuration not stated),-0.048,-8,56,33*,-10,65,0,4,6
COc1ccc(C)cc1S(=O)(=O)Nc1cccc(Cl)c1,-0.23,-6,84,92,0,63,-8,-4,43*
CCOc1nc(-c2ccccc2)ccc1-c1noc(COc2ccccc2)n1,2.2,-9,112,78,·,91,·,1,6
O=c1/c(=C/c2ccccn2)sc2nc3ccccc3n12,·,-10,88,65,3,89,-2,0,5
COc1ccc(-c2ocnc2C(=O)Nc2ccccc2N2CCCCC2)cc1,-0.86,-16,95,90,6,93,-6,21,13
Cc1ccc(/C=N/N2C(=O)C3C(C2=O)C2C=CC3C23CC3)o1 (configuration not stated),0.44,4,·,·,4,·,-6,-1,0
Cc1onc(-c2ccccc2Cl)c1C(=O)N1CCN=C1SCc1cccnc1,-0.021,-7,101,101,6,99,-6,-5,9
COc1ccc(/C=N\NC(=O)COc2ccc(C(C)(C)C)cc2)cc1Cn1nc(C)cc1C,-0.25,0,·,·,15,·,-4,-5,6

5 compounds already listed, arranged by molar mass, largest number first.
SMILES,hDAT+cocaine,Ecoli WT expand,HUVEC inhibit,H69AR growth 86K,S1P2 antag,Lung fibro prol,S1P2 ag,PostGolgi yeast,PostGolgi ctrl
COc1ccc(Oc2nnc(-c3ccc(C)cc3)c3ccccc23)cc1,-0.11,-17,·,·,9,·,-10,-8,1
O=C(NCc1cccnc1)c1c[nH]c2cc3c(cc2c1=O)OCCO3,-0.27,-4,83,80,-3,89,-2,-7,3
COc1ccc(C)cc1S(=O)(=O)Nc1cccc(Cl)c1,-0.23,-6,84,92,0,63,-8,-4,43*
Cc1ccc(/C=N/N2C(=O)C3C(C2=O)C2C=CC3C23CC3)o1 (configuration not stated),0.44,4,·,·,4,·,-6,-1,0
O=c1/c(=C/c2ccccn2)sc2nc3ccccc3n12,·,-10,88,65,3,89,-2,0,5

Next section
SMILES,hDAT+cocaine,Ecoli WT expand,HUVEC inhibit,H69AR growth 86K,S1P2 antag,Lung fibro prol,S1P2 ag,PostGolgi yeast,PostGolgi ctrl
COc1ccc(/C=N\NC(=O)/C(=C\Nc2nccc(C)n2)NC(=O)c2ccccc2)cc1,-0.28,-1,99,95,-20,102,0,7,2
O=C(CCc1nc(-c2ccccc2)no1)Nc1cc(C(F)(F)F)ccc1Cl,0.15,-19,75,85,·,102,·,-1,12
O=C(c1ccc(CS(=O)(=O)c2ccccc2)o1)N1CCOCC1,-0.14,9,108,100,-5,106,-4,-4,-5
COC(=O)c1[nH]c(=O)c2ccccc2c1O,-0.11,·,103,84,9,109,-5,·,·
COc1cc(NS(=O)(=O)N2CCCC2)cc(OC)c1OC,-0.82,-3,98,96,9,93,-7,-15,14
O=C(NCC(=O)N(c1ccccc1)C(C(=O)NC1CCCC1)c1cccnc1)c1ccco1 (configuration not stated),0.0037,·,85,88,-24,97,1,·,·
CC1(C)Cc2c(cnn2-c2ccccc2)C(=O)/C1=N\NC(=O)c1ccccc1,-0.64,-5,73,60,-14,80,-2,-3,16
Cn1c(=NCC(O)COc2ccccc2)sc2ccccc21 (configuration not stated),0.55,23,112,97,8,102,-2,-9,3
CS(=O)(=O)N(Cc1ccccc1)c1ccc(C(=O)N2CCOCC2)cc1,-0.78,2,99,87,-9,101,-2,0,8
COc1cccc2cc(C(=O)C3=C(O)C(=O)N(CCCN4CCOCC4)C3c3ccncc3)oc12 (configuration not stated),·,·,96,98,7,98,-3,·,·
CCC(=O)Nc1ccccc1C(=O)N1CCOCC1,-0.05,-6,93,107,·,101,·,0,-10
CC12CCC(C/C1=N\OC(=O)c1ccc(F)cc1)C2(C)C (configuration not stated),-0.64,·,101,103,-24,100,-7,·,·
CCN(CC)CCOC(=O)c1ccc2c(c1)OCCO2,0.45,3,90,94,21,99,-1,-2,9
Cc1ccccc1-c1cc(C(=O)Nc2nc3c(s2)CCCC3)c2ccccc2n1,0.2,-5,·,·,4,·,-4,-5,2
CCN(CC)P(=O)(C(NC(=O)OC)C(F)(F)C(F)(F)C(F)(F)C(F)F)N(CC)CC (configuration not stated),0.87,4,110,102,22,100,-10,-5,8
CCN(CC(=O)NC(=O)NCc1ccco1)Cc1nc2ccccc2c(=O)[nH]1,-0.15,2,91,80,-6,95,-7,-2,-8
CCOc1cccc(C2C(C(=O)c3ccco3)=C(O)C(=O)N2Cc2ccncc2)c1 (configuration not stated),0.048,-16,91,99,9,104,0,5,-1
CCOc1ccc2ccccc2c1CNCCN1CCOCC1,0.49,-4,103,89,4,96,-4,3,15
Nc1nc2c(s1)CCc1c-2cnn1-c1ccccc1,-1.1,9,·,·,4,·,-6,0,16
CCOC(=O)CCc1c(C)c2ccc(OCc3nn[nH]n3)cc2oc1=O,-1.2,3,99,103,13,96,-6,-1,3
COc1cc(Cl)cc(C2NC(=O)NC(C)=C2C(C)=O)c1OCC(=O)O (configuration not stated),0.1,0,89,80,-9,96,-4,3,20
CCOC(=O)N1CCC(N2C(=O)c3ccccc3C2Nc2ccc(C)cc2)CC1 (configuration not stated),0.19,-3,106,83,-10,99,-6,6,22
Cc1cccc(OCC(=O)Nc2cc(C)ccc2O)c1,-1.1,-4,82,24*,-20,95,-2,5,18
Cn1c(C(=O)Nc2ccccc2)cc2sccc21,0.35,-4,92,84,7,98,-9,10,27
Cn1c(SCC(=O)N2CCOCC2)nnc1-c1ccccc1,-1.3,6,98,95,3,96,-2,-1,16
O=C(Cc1ccc(S(=O)(=O)N2CCCC2)s1)N1CCOCC1,0.77,-2,105,102,2,103,-8,2,6
CCOc1ccc(NC(=O)COC(=O)CCCc2c[nH]c3ccccc23)cc1,-0.23,-6,84,92,-4,93,-4,0,6
O=C(NCc1ccccn1)NC12CC3CC(CC(C3)C1)C2,-1.1,0,90,89,-4,95,-5,-1,9
Cn1c(=O)c2c(nc3sccn32)n(C)c1=O,0.43,·,90,88,10,107,-2,·,·
S=c1[nH]nc(Cc2ccccc2)n1Cc1ccco1,0.69,4,90,87,1,87,-3,0,23
COC(=O)c1ccc(NC(=O)CSc2nccn2CCc2ccccc2)cc1,-0.016,-3,95,89,7,98,-1,-7,30
COc1cccc(Nc2nnc(SCn3nnc4ccccc4c3=O)s2)c1,0.81,-2,73,93,-27,95,-4,-5,19
COc1ccc(NC(=O)c2sccc2SCc2cccc(C(F)(F)F)c2)cc1,-0.064,-6,·,·,-4,·,-7,-4,17
Cc1nc(N2CCN(c3ccccc3)CC2)nc2c1C(=O)CCC2,0.092,-1,115,85,10,106,-8,11,22
Cc1ccc(Cl)cc1Nc1nc(-c2sc(NC(=O)c3cccc(Cl)c3)nc2C)cs1,0.074,-10,·,·,-14,·,-9,-5,4
Cc1cccc(Oc2ncc(-c3ccc(Cl)cc3)cn2)c1C,0.14,-5,·,·,1,·,-3,-5,36*
CCOC(=O)c1ccccc1NS(=O)(=O)c1ccc(C)cc1,0.41,-2,74,11*,-7,88,-5,-10,20
Cc1sc2ncnc(NCc3ccccc3)c2c1C,0.15,1,68,77,32,87,-7,-4,6
Cc1cc(N(CC(=O)O)S(C)(=O)=O)ccc1Br,-0.73,4,104,97,2,99,-2,-2,2
CCCCn1c(SCC(=O)Nc2cc(C)on2)nnc1-c1ccco1,-0.065,5,112,97,-1,110,-2,-10,-4
O=C(c1cccc(F)c1)N1CCN=C1SCc1cccnc1,0.88,-7,113,93,-1,97,-2,-4,3
O=C(Nc1ccccc1-c1ccccc1)NC1CCN(C(=O)N2CCOCC2)CC1,0.86,-9,104,92,-9,99,-10,-7,0
COc1ccc(C(C)=O)c2c(O)cccc12,0.48,5,97,100,-19,98,-5,3,-3
COc1ccc(CNC(=O)C/C(C)=N/NC(=O)C(c2ccccc2)c2ccccc2)cc1,1.9,4,·,·,7,·,-7,0,14
CCC(C)(c1ccc(C=O)s1)c1ccc(C=O)s1,1.6,9,82,85,-1,99,-2,-3,18
CCOC(=O)c1cnc(SC)nc1Oc1cccc(NC(=O)c2cccc(Cl)c2Cl)c1,1.5,-29,·,·,-2,·,-6,0,6
CCCCc1ccc(NS(=O)(=O)c2cccs2)cc1,1.7,26,90,91,-8,97,-5,-4,37*

Assay outcomes (PubChem)
